Tb hexokinase: Trypanosoma brucei hexokinase 1 inhibitors, primary screen, biochemical, G6PDH-coupled NADH absorbance, MLSCN library; recombinant TbHK1, G6PDH-coupled NADH A340; hit rate 0.11% among 220,000; hexokinase 1 [Trypanosoma brucei]; AID 1430, 2008; inhibition, % at 10 µM;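 active = inhibition of 50% or more in the single-dose primary screen; inactive = inhibition below 50%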
TRPML3 agonist: human TRPML3 channel agonists, primary screen, cell-based, HEK293 TRPML3-YFP, Fluo-8 calcium fluorescence, 3 µM; Mucolipin-3 (Homo sapiens), Q8TDD5; 100% = the carbachol control signal; activation, % at 3 µM; hit rate 0.29% among 220,000; AID 1448, 2008;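 active = activation above its plate's cutoff, the mean activation of the plate's test wells plus 3 SD, cut at about 12% in these data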;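 note: 0% = DMSO only wells and 100% = carbachol wells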
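Material: HEK293 cells stably carrying human TRPML3-YFP; compound dosing: single dose, 3 µM final nominal compound, 0.3% DMSO final; incubation: 1-h 37 °C dye load, 5-s basal, 120-s post-compound reads; technique: Fluo-8 intracellular calcium fluorescence, excitation 470-495 nm, emission 515-575 nm; read-out basis: percent activation from peak-to-basal fluorescence ratio, scaled between DMSO and carbachol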
Thrombin inh: human alpha-thrombin inhibitors, primary screen, counter-screen for coagulation protease inhibitor project, biochemical, 1536-well, fluorogenic AMC substrate. Prothrombin (Homo sapiens), P00734. Boc-VPR-AMC fluorogenic substrate cleavage. inhibition, % at 5 µM. hit rate 0.26% among 220,000. AID 1046, 2008;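 active = inhibition at or above 40%; inactive = inhibition below 40%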;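 note: 0% = enzyme with no compound and 100% = wells without enzyme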
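signal = AMC fluorescence, 355/460 nm | material = human alpha-thrombin enzyme | control set = enzyme without compound as high, wells lacking enzyme as low | times = reaction at room temperature | read-out basis = percent inhibition scaled between no-compound controls and no-enzyme blanks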
Furin inhibitor: human furin inhibitors, primary screen, biochemical, fluorescence intensity; P09958; purified furin, fluorogenic substrate cleavage; inhibition, % at 30 µM; hit rate 0.061% among 220,000; in the data active = inhibition above about 25%; note: inactives centre near -15
Target sequence (P09958 108-714 limits assumed): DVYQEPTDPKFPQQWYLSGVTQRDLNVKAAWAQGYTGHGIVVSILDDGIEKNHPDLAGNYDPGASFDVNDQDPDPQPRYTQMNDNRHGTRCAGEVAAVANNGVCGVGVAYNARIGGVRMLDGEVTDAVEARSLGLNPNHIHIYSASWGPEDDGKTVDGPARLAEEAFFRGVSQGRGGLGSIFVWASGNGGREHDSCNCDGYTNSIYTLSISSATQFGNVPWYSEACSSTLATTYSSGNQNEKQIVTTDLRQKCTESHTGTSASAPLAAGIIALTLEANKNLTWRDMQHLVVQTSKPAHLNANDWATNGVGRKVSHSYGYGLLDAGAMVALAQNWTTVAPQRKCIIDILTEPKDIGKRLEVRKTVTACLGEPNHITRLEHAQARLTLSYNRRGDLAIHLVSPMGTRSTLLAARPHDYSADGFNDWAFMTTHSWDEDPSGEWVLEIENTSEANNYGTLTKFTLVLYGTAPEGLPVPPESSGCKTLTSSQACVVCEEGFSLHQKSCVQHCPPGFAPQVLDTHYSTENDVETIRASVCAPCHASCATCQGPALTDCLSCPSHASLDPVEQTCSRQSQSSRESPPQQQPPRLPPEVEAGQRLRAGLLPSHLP
m-calpain inh: inhibitors of pig calpain II, primary screen, biochemical, fluorogenic peptide substrate, 1536-well; purified calpain II, 30 min; inhibition, % at 16 µM; hit rate 0.37% among 220,000;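 active = inhibition above about 50%, limit read from the data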
KCC2 mod: KCC2 cotransporter modulators, thallium flux, primary screen, cell-based, HEK293 KCC2, FluoZin-2 fluorescence, MLSMR; hit rate 2.2% among 190,000; KCC2 cells, thallium flux FluoZin-2 fluorescence; Solute carrier family 12 member 5 (Homo sapiens), Q9H2X9; B-score of Tl+ flux slope (higher = more flux/activation; lower = inhibition) at 10 µM;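 active = thallium flux slope and its plate-corrected score both differing from the plate sample mean at a set confidence after two filtering rounds, in either direction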;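 note: slope of fluorescence scaled to starting intensity during 10 to 20 s after thallium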
zfTRPN1 agonist: zebrafish TRPN1 channel agonists, primary screen, cell-based, HEK293, calcium fluorescence; HEK293 zebrafish TRPN1-YFP, Fluo-8 calcium fluorescence; 100% = response to 87 µM carbachol; activation, % at 3 µM; hit rate 0.18% among 220,000;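 active = activation above its plate's cutoff, the mean activation of test wells on that plate plus 3 SD, cut at about 19% in these data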;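 note: 0% = DMSO alone and 100% = 87 µM carbachol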
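Material: zebrafish TRPN1-YFP in HEK293 cells; Doses: single test compound dose, 3 µM nominal, 0.3% DMSO; Timing: dye loading 1 h at 37 °C, then 30 min room temperature; Technique: intracellular calcium fluorescence with Fluo-8; Benchmarks: high carbachol 87 µM, low DMSO alone.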
EBV gp42 inh: Epstein-Barr virus gp42 inhibitors, primary screen, biochemical, uHTS, fluorescence polarization. hit rate 0.42% among 220,000. Fluorescence polarization binding assay, mP read-out. Glycoprotein 42 (Epstein-Barr virus (strain AG876)), Q1HVG2. inhibition, % (tested at 21.74 µM); in the data active = inhibition above about 50%
Target sequence (Q1HVG2 whole entry, looked up): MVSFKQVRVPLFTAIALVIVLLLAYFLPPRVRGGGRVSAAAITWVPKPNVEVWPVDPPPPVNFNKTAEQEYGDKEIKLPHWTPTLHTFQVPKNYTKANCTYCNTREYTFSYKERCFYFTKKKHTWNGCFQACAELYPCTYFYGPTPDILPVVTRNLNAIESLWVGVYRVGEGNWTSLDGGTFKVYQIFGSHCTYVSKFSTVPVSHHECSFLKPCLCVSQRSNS
PPC-1+TRAIL kill: compounds killing PPC-1 cancer cells with TRAIL present, primary screen, TRAIL potentiator project, ATPLite luminescence, uHTS; hit rate 0.41% among 220,000; cell killing (% activity), % at 4 µM; PPC-1 cells + TRAIL, ATPLite viability luminescence;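 active = cell killing above 50% in the first pass at 4 µM, then a duplicate retest at 5 µM averaging 50% or more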;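 note: plate controls were cells with TRAIL plus DMSO for no effect and medium-only wells lacking cells for full effect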
* hit, by the source's call; nt = not tested or not shown; [ ] = another dose, or the depositor's remark. No enrichment for hits. Share with any hit: about 3.6%.

Every second line gives: Tb hexokinase	TRPML3 agonist	Thrombin inh	Furin inhibitor	m-calpain inh	KCC2 mod	zfTRPN1 agonist	EBV gp42 inh	PPC-1+TRAIL kill
CCOc1ccc(CCNC(=O)C2CCN(c3nn4c(=O)cc(C)nc4s3)CC2)cc1OCC
  3	0.3	3	-16	-44	-0.51	0.5	-7	20
COc1ccccc1Nc1ncc(C(=O)N2CCN(Cc3ccc(OC)c(OC)c3OC)CC2)c2ccccc12
  -17	-0.1	-9	0	-27	0.037	-2.1	-10	21
CC1CCN(S(=O)(=O)N2CCC(C(=O)NCc3cccs3)CC2)CC1
  -4	1.3	-5	-23	4	nt	3.2	-3	10
CCCS(=O)(=O)c1c(S(=O)(=O)CCC)c2cnccn2c1C(=O)c1ccc(F)cc1
  -7	0.4	-5	-17	2	0.46	-0.8	5	14
CCOc1ccc(-n2c(SCC(N)=O)nnc2-c2cccnc2)cc1
  9	-0.5	1	-27	11	0.62	0.3	-10	7
CCn1c(=O)c(C(=O)CN2CCN(S(=O)(=O)c3ccc(C)cc3C)CC2)c(N)n(Cc2ccccc2)c1=O
  -8	-0.7	-6	0	-2	-0.023	-0.8	-50	12
CC(=O)c1cccc(NC(=O)C2CCCN2S(=O)(=O)c2cccc3cccnc23)c1 (stereo not drawn)
  0	0.2	3	-25	-7	nt	0.6	-3	10
O=C(NNc1cccc(Cl)n1)Nc1ccc(F)cc1
  -1	0.3	-4	-27	-5	0.54	1.6	6	8
C#CCOc1ccc(/C=N/NC(=O)c2cccnc2)cc1OCC
  -21	1.0	1	-14	-7	0.037	0.7	-7	-9
O=C1CC(c2ccccc2)Cc2nc3ncnn3cc21 (stereo not drawn)
  6	0.8	1	-15[20 µM]	-15	nt	-0.1	-27	8
COc1ccc(C(=O)Nc2ccc(S(=O)(=O)NC(C)=O)cc2)cc1[N+](=O)[O-]
  -9	0.6	-4	-23	-24	1.2	2.2	-17	13
CCOC(=O)COc1c(C(=O)OC)sc2ncccc12
  3	0.3	-2	-9	6	-1.4	0.4	-9	13
COc1cc(NC(=O)CSc2nccc(C)n2)c(C(=O)O)cc1OC
  1	0.8	-3	-19	4	nt	0.0	-28	6
O=C(COC(=O)[C@H](Cc1ccccc1)NS(=O)(=O)c1ccccc1F)NC1CCCCC1
  0	-1.3	0	-14[20 µM]	-4	-0.68	4.1	-21	29
NC(=S)Nc1cccc2[nH]ncc12
  -1	1.5	3	-28	4	-0.31	0.1	-15	1
Cn1cc(C(=O)c2cccc(Cl)c2)cc1C#N
  -5	-0.1	1	-20	-6	-0.56	0.2	-5	0
CCCCNC(=O)c1onc(CSc2ccc(OC)cc2)c1C(=O)O
  -7	-0.1	-6	-20[20 µM]	-29	2.4	0.1	-5	-10
CCOC(=O)c1ccc(NC(=O)c2n[nH]c(=O)c3ccccc23)cc1
  -1	0.9	-1	-22	-21	-1.1	-0.1	-5	26
O=C(CO/N=C/c1ccc(OC(F)F)cc1)NCc1ccco1
  5	-1.0	-8	-15	-4	0.054	-2.0	5	18
CC1=CC(=C(C#N)C#N)c2ccccc2N1C
  3	-0.3	-2	-19	1	-0.69	0.0	-14	6
Cc1cc(=O)cc(C)n1-c1ccc(Cl)cc1
  3	0.8	-3	-18	-13	-0.66	1.0	2	12
O=C(CN1C(=O)COc2ccccc21)Nc1ccc2c(c1)OCCO2
  0	0.9	-4	-19	-9	-0.2	1.4	-14	16
C#CCNC(=O)c1cccn1-c1ncc(C(F)(F)F)cc1Cl
  7	-0.9	-11	-9	21	0.8	-0.6	-9	-1
Cc1c(Cl)cnc(NC(=O)COC(=O)c2cccc(S(=O)(=O)N3CCc4ccccc4C3)c2)c1Cl
  28	0.1	-3	-3	-49	-0.6	-0.2	-10	27
O=C(C[n+]1cc(-c2ccccc2)n2c1CCC2)c1cccs1
  11	0.0	-1	-20	31	0.75	0.9	-7	7
Cc1ccc(NC(=O)CCn2cnc3ccccc3c2=O)cc1
  6	-0.1	18	-3	30	0.36	0.3	-16	13
CCN1CCN(CC(O)COCc2cc(OC)c(OC)c(OC)c2)CC1 (stereo not drawn)
  2	0.4	-3	-20	-4	0.13	0.9	1	16
Clc1ccc(OCc2nc(-c3ccncc3)no2)cc1
  32	-0.3	-6	-13[20 µM]	-2	-0.89	-1.7	1	17
CCOC(=O)C(C(=O)Nc1nccs1)C1CCCCC1 (stereo not drawn)
  6	0.5	0	4	8	0.015	1.6	-12	-4
O=C(NCCCN1CCN(c2ccccc2F)CC1)C1CCC(=O)N1C1CCCCC1 (stereo not drawn)
  -4	0.1	0	-14	-14	nt	0.7	-12	14

More results
Every second line gives: Tb hexokinase	TRPML3 agonist	Thrombin inh	Furin inhibitor	m-calpain inh	KCC2 mod	zfTRPN1 agonist	EBV gp42 inh	PPC-1+TRAIL kill
O=C1C(Cl)=C(Nc2ccccc2)C(=O)c2ccccc21
  -15	0.2	-3	-24	43	4.5*	-0.5	-6	16
CC(=O)O[C@@H]1[C@H](OC(=O)CC(C)C)c2c(ccc3ccc(=O)oc23)OC1(C)C
  -6	-0.5	-1	-16	-9	-0.66	-0.2	-11	19
CCOc1ccccc1NC(=O)CSc1nnnn1-c1ccc(C(=O)OC)cc1
  4	0.4	1	-4	12	-0.62	-0.1	-2	-15
N#Cc1ccc(C(=O)Nc2cc(S(=O)(=O)Nc3ccc(Cl)cc3)ccc2N2CCCCC2)cc1
  26	0.3	-2	-24	-140	0.54	-2.4	-35	13
Cc1c(C(=O)Nc2ccncc2)oc2c1C(=O)CC(C)(C)C2
  3	0.7	-5	-16[20 µM]	35	0.43	10	-14	6
O=C(Cc1ccccc1)NCc1ccc2c(c1)OCO2
  -3	0.1	-7	-15[20 µM]	-7	nt	-0.1	-22	-22
COc1ccc(-c2nc(-c3ccccc3)ncc2S(C)(=O)=O)cc1
  -2	0.7	1	-16	-5	0.88	-1.0	-13	23
C=CCN1C(=O)SC(Cc2cccc(OC)c2O)C1=O (stereo not drawn)
  -2	0.5	-1	-32	-9	-0.44	0.6	-12	22
O=C1CC(c2ccccc2)CC(O)=C1C=NCCc1ccccc1 (stereo not drawn)
  3	0.9	1	-22	-9	-0.66	1.6	-1	4
CCOc1ccc2oc(=O)cc(C)c2c1
  -16	0.8	6	-15[20 µM]	-250	nt	-1.0	-10	-6
COc1cc(NC2c3ccccc3C(=O)N2Cc2ccc3c(c2)OCO3)cc(OC)c1 (stereo not drawn)
  -5	-0.9	-2	-12	34	0.21	0.7	2	10
COc1ccc(S(=O)(=O)NCc2ccc3c(c2)OCO3)cc1C
  5	1.0	5	-15[20 µM]	11	-0.64	-1.3	3	14
CC(=O)Nc1sc(NC(=O)c2ccc(C)cc2)nc1-c1cccs1
  -7	-0.2	1	-16[20 µM]	-42	-0.18	0.1	-3	17
CCSC1=C(C#N)C(c2cccc(OC)c2)CC(=O)N1 (stereo not drawn)
  8	0.2	0	-19[20 µM]	-21	-0.49	1.0	-8	26
Cc1ccc2c(c1)c1c(n2C)C(=O)CCC1
  -7	-0.2	1	0[20 µM]	-93	-0.046	0.5	-14	-9
Cc1nc2ccccc2c(=O)n1NCc1cccs1
  0	-0.2	-6	-10	7	0.48	-1.5	-27	36
COCCNC(=S)NC12CC3CC(CC(C3)C1)C2
  -1	0.4	-6	-8[20 µM]	-23	0.08	0.1	-8	18
CN(C)S(=O)(=O)c1ccc(NC(=O)c2cccnc2)cc1
  -8	0.6	1	-24[20 µM]	9	0.63	0.8	-6	0
CSc1cccc(-n2c(C)cc(C(N)=O)c2C)c1
  3	-0.5	-3	-11	-23	0.12	-1.7	-12	-5
CCOC(=O)c1cc2oc(C)cc2n1CC(=O)OC1CCCCC1
  3	-1.6	-10	-17[20 µM]	2	0.72	-2.0	-22	30
O=C(NCc1ccccc1F)C1CCN(C(=O)NCc2ccccc2)CC1
  7	0.2	-5	-10	-13	-0.35	0.3	-11	2
Cn1c(N)c(C(=O)COC(=O)c2ccc(Cl)c(S(=O)(=O)N3CCCC3)c2)c(=O)n(C)c1=O
  1	1.0	1	-27	22	-1.6	4.3	-14	15
Cc1sc2nc(-c3ccncc3)[nH]c(=O)c2c1-c1ccccc1
  -12	1.0	-8	-2	-114	-0.48	-0.1	-17	-3
CC(C)CN1C(=O)/C(=C/c2cccs2)NC1=S
  -2	0.3	-3	-18[20 µM]	0	40*	-0.1	3	8
O=C(Nc1cccc(Cl)c1)c1ccc(F)c(S(=O)(=O)NCc2ccc3c(c2)OCO3)c1
  2	-1.0	5	-3	9	-1.9	-0.7	-3	30
Cc1cc(S(=O)(=O)N(C)CCc2ccccc2)ccc1-n1cnnn1
  5	0.8	1	-24	-3	-4.6*	1.9	1	-18
S=c1[nH]nc(COc2ccc3c(c2)OCO3)n1-c1ccccc1
  21	0.4	5	-5[20 µM]	12	-0.62	0.4	-2	21
CCn1cc(CNCc2cn(-c3ccccc3C)nc2-c2ccc(OC)c(F)c2)cn1
  3	-0.7	-7	-29	-18	0.31	0.8	-13	15
COCCNC(=O)CN(C)S(=O)(=O)c1ccc(Br)cc1
  3	1.1	-3	-11	-9	0.061	0.2	-14	-4
Cc1nc(SCc2ccc([N+](=O)[O-])cc2)nc2ccccc12
  -5	0.4	11	-21[20 µM]	-3	nt	0.4	-13	12

New compounds follow:
Every second line gives: Tb hexokinase	TRPML3 agonist	Thrombin inh	Furin inhibitor	m-calpain inh	KCC2 mod	zfTRPN1 agonist	EBV gp42 inh	PPC-1+TRAIL kill
COc1ccc(-c2nc(N)ncc2-c2csc(C)n2)c(O)c1OC
  -9	0.5	-6	-6	-17	-0.25	-0.2	-11	29
COc1ccccc1Cc1nnnn1CC(=O)O
  2	0.1	-3	-16[20 µM]	-11	2.2	0.4	-6	14
CCC(C)(C)NC(=O)CN(C(=O)c1csnn1)c1ccccc1-c1ccccc1
  8	0.4	-2	-21	-3	0.63	1.9	-1	10
NS(=O)(=O)c1ccc(CCNC(=O)c2ccc3c(c2)OCCO3)cc1
  3	1.4	0	-14	-18	2.2	0.0	-1	18

Some of the entries above, reformatted.
SMILES,Tb hexokinase,TRPML3 agonist,Thrombin inh,Furin inhibitor,m-calpain inh,KCC2 mod,zfTRPN1 agonist,EBV gp42 inh,PPC-1+TRAIL kill
NS(=O)(=O)c1ccc(CCNC(=O)c2ccc3c(c2)OCCO3)cc1,3,1.4,0,-14,-18,2.2,0.0,-1,18
COc1ccccc1Cc1nnnn1CC(=O)O,2,0.1,-3,-16[20 µM],-11,2.2,0.4,-6,14
COc1ccc(-c2nc(N)ncc2-c2csc(C)n2)c(O)c1OC,-9,0.5,-6,-6,-17,-0.25,-0.2,-11,29

Screens: PubChem BioAssay, several laboratories
